E coli Lon inh = E. coli protease La inhibition. inhibition, % at 7.94 µM. hit rate 0.42% among 360,000. P0A9M0. purified E. coli Lon protease, fluorescence polarization; in the data active = inhibition above about 13%, passing the limit was not always enough;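 also: 0% = enzyme with probe and DMSO and 100% = no enzyme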
bovine MsrA act = bovine methionine sulfoxide reductase A activation; purified bovine MsrA, absorbance read-out; activation, % at 10.6 µM; hit rate 0.3% among 360,000; in the data active = activation above about 7.5%;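 also: 0% = vehicle and 100% = reference activator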
MT1-MMP act inh = inhibitors of human MT1-MMP activation | P50281 | HT1080 RFP-PRO-GFP cells, GFP/RFP ratio fluorescence, overnight; percent of plate control window, DMSO zero | GFP/RFP ratio change, % at 20 µM | hit rate 0.061% among 360,000;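 active = GFP/RFP ratio change of at least 30% with cell ATP level not reduced by more than half and red fluorescence within 50% of control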; also: strong numbers were not always called active
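Compound: 20 µM single dose, 1% DMSO / System: HT1080 RFP-PRO-GFP cells / Controls: DMSO and RFP-L50D-GFP cell wells / Read-out basis: GFP/RFP fluorescence ratio / Schedule: overnight compound exposure at 37 °C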
Rin1 Abl inh = inhibitors of human Rin1-Abl protein interaction; P00519+Q13671; TR-FRET Rin1/Abl binding, biochemical; inhibition, % at 7.35 µM; hit rate 0.4% among 360,000; in the data active = inhibition above about 5%, passing the limit was not always enough
MsrA inhibitor = bovine MsrA inhibition; hit rate 0.75% among 360,000; inhibition, % at 15.5 µM; purified bovine MsrA, absorbance read-out; in the data active = inhibition above about 4.5%;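 also: 0% = vehicle wells with enzyme and 100% = reference inhibitor wells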
Rpn11 inh = Rpn11 (human) deubiquitinase inhibition; calls only at 20 µM; hit rate 0.59% among 360,000; human 26S proteasome, Ub4-pepOG fluorescence polarization; 20S core pre-blocked with epoxomicin; O00487;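 active = inhibition at 20 µM, scaled to each plate's controls, above about 33%, limit read from the data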
Target sequence (O00487 whole entry, looked up): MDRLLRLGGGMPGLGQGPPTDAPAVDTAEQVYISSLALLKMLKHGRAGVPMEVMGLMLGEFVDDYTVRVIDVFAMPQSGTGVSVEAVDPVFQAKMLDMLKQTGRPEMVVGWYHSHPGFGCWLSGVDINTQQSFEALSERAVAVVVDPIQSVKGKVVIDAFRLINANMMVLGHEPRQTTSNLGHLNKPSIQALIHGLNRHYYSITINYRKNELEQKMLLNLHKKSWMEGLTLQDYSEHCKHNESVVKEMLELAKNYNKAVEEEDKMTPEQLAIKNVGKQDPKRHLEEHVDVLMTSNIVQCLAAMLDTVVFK
PABP1 MLLE inh = inhibitors of microRNA-mediated deadenylation, human PABP1 MLLE binding. GST-MLLE / FITC-PAM2 fluorescence polarization. inhibition, % at 20 µM. hit rate 0.36% among 360,000. AID 588489; in the data active = inhibition above about 35%, passing the limit was not always enough;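 also: plate controls were DMSO wells with GST-MLLE for no effect and wells lacking GST-MLLE protein for full effect; some results filed as inactive read as strong as hits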
Target sequence (P11940 whole entry, looked up): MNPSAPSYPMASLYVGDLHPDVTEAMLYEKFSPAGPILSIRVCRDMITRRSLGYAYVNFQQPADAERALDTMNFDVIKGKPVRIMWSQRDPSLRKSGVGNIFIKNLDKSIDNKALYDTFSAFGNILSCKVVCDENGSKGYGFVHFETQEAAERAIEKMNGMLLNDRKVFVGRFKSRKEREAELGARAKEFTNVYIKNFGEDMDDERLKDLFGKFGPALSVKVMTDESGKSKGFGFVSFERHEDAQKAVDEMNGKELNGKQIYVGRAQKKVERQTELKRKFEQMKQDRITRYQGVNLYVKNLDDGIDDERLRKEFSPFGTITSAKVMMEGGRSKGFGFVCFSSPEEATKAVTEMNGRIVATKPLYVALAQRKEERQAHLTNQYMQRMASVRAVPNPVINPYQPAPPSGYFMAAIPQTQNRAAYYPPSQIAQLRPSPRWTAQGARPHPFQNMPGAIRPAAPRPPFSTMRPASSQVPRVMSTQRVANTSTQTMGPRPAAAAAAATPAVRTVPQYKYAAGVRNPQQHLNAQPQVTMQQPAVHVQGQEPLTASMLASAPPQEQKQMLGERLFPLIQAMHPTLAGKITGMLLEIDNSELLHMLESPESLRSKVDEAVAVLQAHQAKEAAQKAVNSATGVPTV
CSN deneddyl inh = inhibitors of human CSN-mediated cullin deneddylation. Q92905. inhibition, % at 12.5 µM. Purified CSN, SCF-Nedd8-OG deneddylation, fluorescence polarization. hit rate 0.38% among 360,000;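 active = pattern-corrected inhibition above about 35%, with an unprinted fluorescence ratio check between 0.5 and 1.5, limit read from the data, passing the limit was not always enough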;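 also: 0% = enzyme with substrate and 100% = substrate without enzyme; some results filed as inactive read as strong as hits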
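Assay system: HEK293T-derived human Csn5 enzyme; quantity: 0.24 nM enzyme; medium: Tris/NaCl/DTT buffer, pH 7.5; also added: substrate SCFSkp2-Nedd8OG, 10 nM; doses: 12.5 µM compound; schedule: 90 min reaction at room temperature; signal: FP; read-out: % inhibition of substrate cleavage by Csn5; benchmarks: substrate-only high control, full reaction low control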
FAS-TE inh = inhibitors of human fatty acid synthase thioesterase domain | P49327 | recombinant FAS-TE, OMFH fluorogenic substrate, fluorescence endpoint | inhibition, % at 15 µM | hit rate 0.67% among 360,000;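 active = compounds whose normalised, plate-corrected inhibition of enzyme fluorescence in the single-dose primary screen is 50% or more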;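 also: 0% = DMSO with enzyme and 100% = substrate without enzyme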
* marks the source's active call; other numbers are inactive results; i = inactive; nt = no result given; + = active, no number.

structure	E coli Lon inh	bovine MsrA act	MT1-MMP act inh	Rin1 Abl inh	MsrA inhibitor	Rpn11 inh	PABP1 MLLE inh	CSN deneddyl inh	FAS-TE inh
COc1ccc(C(c2sc3nc(C)nn3c2O)N2CCC(O)CC2)cc1OC (configuration not stated)	-11	-2	-4	-2	0.8	i	-9	-1	-4
Cc1nn(-c2ccccc2)c(N)c1N=Nc1ccc(Cl)cc1	2	-4	2	2	4.3	i	3	0	39
OCC(O)CN(c1ccccc1)c1ccccc1 (configuration not stated)	-9	-3	0	-3	-0.5	i	9	-1	0
CC(=O)c1ccc(NC(=S)N2CCC(Cc3ccccc3)CC2)cc1	4	-3	-1	-1	-0.2	i	-116	-2	26
COCCN1CCc2[nH]c(=S)[nH]c(=O)c2C1	9	0	2	1	0.5	i	40	1	-6
O=C1C(CCc2ccccc2)ON=C(c2cnccn2)N1Cc1ccc(F)cc1 (configuration not stated)	7	0	3	-3	-0.7	i	-11	-9	26
COc1ccc(-n2c(=O)c3c4c(sc3n3c(=S)[nH]nc23)CCC4)cc1	-4	0	0	3	2.8	i	-75	-2	-3
COc1cc(C(=O)NCc2nnc(SCC(=O)Nc3cc(C)on3)o2)cc(OC)c1OC	-7	3	-5	0	0.6	i	7	5	-6
NS(=O)(=O)c1ccc(NC(=O)COC(=O)COc2ccc3ccccc3c2)cc1	3	-9	4	7	0.6	i	-17	2	0
CC(NC(=O)c1cccc(S(=O)(=O)N2CCN(C)CC2)c1)c1ccc(Cl)cc1Cl (configuration not stated)	4	2	1	4	-0.9	i	-17	2	1
CC(=O)c1cc(C#N)c(SCC(=O)OC(C)C)nc1C	-2	0	1	-1	1.9	i	-12	4	18
O=C(CNC(=O)C1CCCCC1)Nc1cc(Cl)cc(Cl)c1	2	-8	-3	1	-0.6	i	-3	3	10
CC(C)(Cc1ccc(O)cc1)NC(=O)CC(=O)N/N=C/c1ccc([N+](=O)[O-])cc1	-9	-7	-4	0	1.7	i	-15	-8	16
COCCCn1c(CCC(=O)O)ccc1-c1ccc(F)cc1	-15	-4	3	1	1.6	i	6	1	-6
CC12CCC(c3nnc(SCC(=O)Nc4cccc5ccccc45)nc31)C2(C)C (configuration not stated)	11	-3	-1	-3	-0.5	i	12	-2	1
Cc1cc(NC(=O)COC(=O)[C@H](Cc2ccccc2)NC(=O)c2ccco2)no1	-6	-2	-2	3	0.3	i	-1	-2	-7
CC(NC(=O)COC(=O)c1ccc[nH]c1=O)c1ccccc1 (configuration not stated)	-3	-2	1	-1	0.1	i	3	-3	-8
COC(=O)c1ccc(OS(=O)(=O)N(C)C)cc1	1	-2	5	-2	-1.3	i	-7	-2	-2
O=C(CN1C(=O)c2ccccc2S1(=O)=O)Nc1ccccc1	-4	-3	4	6	1.3	i	8	-1	-5
OCCCNC(=S)Nc1ccc(Nc2ccccc2)cc1	1	1	3	-3	2.3	i	-31	-7	0
COc1ccc(Cc2nc3ccc(C(=O)NC(C)c4cn(C)nc4C)cc3o2)cc1 (configuration not stated)	-13	-2	6	7	-1.0	i	7	0	-9
CC(=O)NCCNc1nc2cc(-c3ccsc3)sc2c(=O)n1C	-6	-3	7	-3	2.1	i	4	4	-6
Cc1ccc(N(CC(N)=O)C2SC(=O)NC2=O)cc1 (configuration not stated)	7	-9	-7	0	0.2	i	23	-1	-12
COc1ccc(-c2cc(C(F)(F)F)n3nc(C)cc3n2)cc1	0	-3	3	1	1.0	i	4	0	8
CC1Cc2ccccc2N1C(=O)c1ccc2nccnc2c1 (configuration not stated)	-10	-4	0	2	2.3	i	1	2	0

Part of the list above, reduced to Rin1 Abl inh:
| compound | Rin1 Abl inh |
| --- | --- |
| COCCN1CCc2[nH]c(=S)[nH]c(=O)c2C1 | 1 |
| CC(=O)NCCNc1nc2cc(-c3ccsc3)sc2c(=O)n1C | -3 |
| COc1ccc(Cc2nc3ccc(C(=O)NC(C)c4cn(C)nc4C)cc3o2)cc1 (configuration not stated) | 7 |

Additional records:
structure	E coli Lon inh	bovine MsrA act	MT1-MMP act inh	Rin1 Abl inh	MsrA inhibitor	Rpn11 inh	PABP1 MLLE inh	CSN deneddyl inh	FAS-TE inh
Cc1cc(C)n(-c2nc(N(c3ccccc3)c3ccccc3)nc(-n3nc(C)cc3C)n2)n1	-6	-7	1	4	nt	i	-10	-6	26
COc1cc(OC)cc(-c2nnc(SCC(=O)N3CCCCC3)o2)c1	-2	0	-3	-1	0.6	i	-84	-5	0
CC(NCc1cccs1)C(=O)NC1CCCCC1 (configuration not stated)	-4	-15	-1	5	0.4	i	8	-4	-10
O=C(CN1CCN(Cc2ccccc2)CC1)NC(=O)NCc1ccco1	3	-6	3	0	-0.9	i	-6	-1	-12
Nc1nn(-c2cccc(F)n2)cc1-c1ccccc1	1	-3	-2	-5	0.2	i	-34	1	5
CN1CCC(N(C)C(=O)c2ccc(Cl)c(S(=O)(=O)Nc3cc(Cl)ccc3Cl)c2)CC1	-7	-1	-3	5	0.7	i	-4	-2	-3
CCOCC(O)CS(=O)Cc1ccccc1 (configuration not stated)	7	1	4	1	-1.0	i	-4	-4	-6
COc1ccc(S(=O)(=O)N2CCCCCC2)cc1C(=O)N1CCCCC1	14	-3	0	1	0.0	i	-4	6	-3
CCCCOc1ccc(/C=N/NC(=S)Nc2cc(C)ccc2C)cc1	-7	-12	-6	-1	0.0	i	27	1	2
O=C(CCCN1C(=O)/C(=C/c2cccs2)SC1=S)Nc1ccccc1O	3	-4	6	-1	1.2	i	2	-4	-2
CC(=O)c1cccc(NC(=O)C(C)OC(=O)Cc2n[nH]c(=O)c3ccccc23)c1 (configuration not stated)	-7	-1	-2	-2	-0.1	i	-9	3	0
C[C@@H]1CN([C@H](C)CO)C(=O)c2cccc(NS(=O)(=O)c3ccccc3)c2O[C@H]1CN(C)C	-13	-1	0	0	0.2	i	-26	-1	-14
Nc1ccc(/C=C/C(=O)c2ccco2)cc1	-69	-3	-16	-13	2.1	+	-124	17	-14
COc1cc2nc(CN(C)Cc3nc4ccccc4c(=O)[nH]3)[nH]c(=O)c2cc1OC	-6	-15	-3	6	1.2	i	-73	3	-4
COc1ccc(CC2(CO)CCN(Cc3cnn(-c4ccccc4OC)c3)CC2)cc1	-1	1	-2	0	1.0	i	-2	3	-4
COC(=O)c1cc(NC(=O)CN(c2ccc(OC)cc2)S(=O)(=O)c2ccc(F)cc2)ccc1Cl	5	3	-3	1	-0.2	i	0	0	28
Cc1cc(C)c(C)c(S(=O)(=O)N2CCC(C(=O)Nc3ccc(S(=O)(=O)N4CCOCC4)cc3)CC2)c1C	-8	-2	-1	1	0.1	i	-55	3	39
CC1Cc2ccccc2N1C(=O)c1cnc2sccn2c1=O (configuration not stated)	-4	-9	-2	-4	5.4*	i	5	-3	-12
CN(C[C@H](Cc1ccccc1)N(C[C@H](Cc1ccccc1)N(CC1(c2ccccc2)CC1)N=O)N=O)N=O	-4	-8	-1	4	0.6	i	-6	1	23
Cc1ccc(S(=O)(=O)N(C)C)cc1NC(=O)COC(=O)CCC1CCCC1	-1	-2	5	3	-0.5	i	15	1	2
Fc1ccccc1-c1nnc2c3ccccc3nc(N3CCOCC3)n12	-2	-2	-1	5.7*	0.1	i	24	3	-7
COc1ccc(Br)cc1/C=N/NC(=O)c1ccc(OC)c(OC)c1	-1	-12	4	1	3.6	i	-15	-5	8
Cc1ccc(C)c(S(=O)(=O)Nc2ccc(O)c3ccccc23)c1	1	0	13	1	-1.1	i	25	-1	4
CCCC(=O)NC(NC(=S)Nc1c(C)n(C)n(-c2ccccc2)c1=O)C(Cl)(Cl)Cl (configuration not stated)	14	-1	-1	1	0.5	i	15	2	-4
O=c1oc2ccccc2c(N2CCC(c3ccccc3)CC2)c1[N+](=O)[O-]	-7	-2	-2	-3	1.5	i	-8	-2	43

Arranged by SMILES length (rising): 3 of the compounds above
structure	E coli Lon inh	bovine MsrA act	MT1-MMP act inh	Rin1 Abl inh	MsrA inhibitor	Rpn11 inh	PABP1 MLLE inh	CSN deneddyl inh	FAS-TE inh
COc1cc(OC)cc(-c2nnc(SCC(=O)N3CCCCC3)o2)c1	-2	0	-3	-1	0.6	i	-84	-5	0
O=c1oc2ccccc2c(N2CCC(c3ccccc3)CC2)c1[N+](=O)[O-]	-7	-2	-2	-3	1.5	i	-8	-2	43
CC(=O)c1cccc(NC(=O)C(C)OC(=O)Cc2n[nH]c(=O)c3ccccc23)c1 (configuration not stated)	-7	-1	-2	-2	-0.1	i	-9	3	0

The list continues.
structure	E coli Lon inh	bovine MsrA act	MT1-MMP act inh	Rin1 Abl inh	MsrA inhibitor	Rpn11 inh	PABP1 MLLE inh	CSN deneddyl inh	FAS-TE inh
O=C(Nc1cccc(-n2cnnn2)c1)c1ccc(C(F)(F)F)cc1	-3	0	3	2	-0.5	i	-24	2	22
CN1CCCCC1CCN1c2ccccc2Sc2ccc(S(C)=O)cc21 (configuration not stated)	4	0	-5	-5	-1.3	i	9	0	0
Nc1nc(C23CC4CC(CC(C4)C2)C3)cs1	3	-6	-1	3	0.3	i	-1	1	0
CC(C)CCNc1nc(N)c([N+](=O)[O-])c(N2CCCCCC2)n1	10	2	6	2	1.6	i	-6	0	12
CCN(CC(=O)Nc1ccccc1OC)C(=O)CC1CC2CCC1C2 (configuration not stated)	-11	7.8*	2	-2	-0.8	i	10	1	-1
Cn1ncc(C#N)c1/N=C/N1CCCC1	-1	0	1	3	1.6	i	4	1	-6
O=C(c1ccco1)N1CCCC(c2nc3c(nnn3Cc3c(Cl)cccc3Cl)c(=O)[nH]2)C1 (configuration not stated)	-1	-2	-8	2	0.8	i	-6	4	0
COc1ccc(-c2c(NC(=O)c3ccco3)n(-c3ccc(C)cc3)nc(C)c2=O)cc1	8	-5	2	-2	-0.1	i	-13	-1	-6
Nc1nc(CN2CCN(c3ccccc3)CC2)nc(Nc2ccc(Cl)cc2)n1	1	0	2	-7	-0.3	i	2	-2	12
CC1(C)CC(=O)N(c2cc(Cl)ccc2Cl)C(=O)C1	11	-4	1	-2	-0.5	i	12	5	-3
CCN(CC)C(=O)CSc1nc2ccccc2c(=O)n1OC	1	-3	2	-1	0.6	i	-2	-4	-12
O=C(CSc1nnc(Nc2ccccc2)s1)NN1C(=O)NC2(CCCCC2)C1=O	-16	-4	2	-6	-0.5	i	17	-5	3
COc1ccc(F)cc1S(=O)(=O)N1CCC2(CC1)OCCN2S(=O)(=O)c1ccccc1	-9	-1	-7	1	-0.1	i	3	2	12
CSc1ccccc1NC(=O)CSCc1nc2sc(C)c(C)c2c(=O)[nH]1	-21	-3	-20	1	0.4	i	-3	1	-13
CCc1c(O)nc(SCC(=O)Nc2nc3ccccc3s2)n(-c2ccc(C)cc2)c1=O	7	0	-1	3	-1.2	i	7	-8	-2
COc1ccc(NC(=O)CSc2ccc(-c3cccs3)nn2)c(OC)c1	4	-8	-1	0	0.9	i	8	-2	10
COc1cccc(OC)c1C(=O)NC(=S)Nc1ccc2c(c1)Cc1ccccc1-2	0	-4	-1	-4	-0.5	+	25	4	1
CC(C)CC(=O)n1sc(NC(=O)c2ccccc2)nc1=O	-9	-3	-3	1	1.5	i	8	-2	-4
COc1cc2cc(CN(CCCN3CCOCC3)C(=O)Nc3ccc(F)cc3)c(=O)[nH]c2cc1OC	0	-5	4	-3	3.4	i	-1	-11	-4

Screens (PubChem)
